Screens from PubChem BioAssay.
SENP1 inh: blocks the human SENP1 SUMO protease catalytic domain. inhibition, % at 10 µM. hit rate 0.21% among 360,000. Q9P0U3. recombinant SENP1 catalytic domain, CyPet-SUMO1-YPet FRET cleavage;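 active means inhibition at least 30% at 10 µM, raw YFP signal under a set limit, fluorescence ratio 0.5 to 1.5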;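 further: 0% = enzyme with DMSO and 100% = no enzyme wells; some results filed as inactive read as strong as hits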
Target sequence (Q9P0U3 419-644 limits assumed): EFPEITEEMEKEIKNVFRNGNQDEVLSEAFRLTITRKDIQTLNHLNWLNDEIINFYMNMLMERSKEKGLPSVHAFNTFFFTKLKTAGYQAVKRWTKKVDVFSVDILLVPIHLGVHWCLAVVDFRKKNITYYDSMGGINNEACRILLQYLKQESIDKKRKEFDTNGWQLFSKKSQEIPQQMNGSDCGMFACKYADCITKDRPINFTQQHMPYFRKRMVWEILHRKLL
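Material: hSENP1 catalytic domain, recombinant; medium: Tris pH 8 with BME, BSA, NP40 and catalase; compound: single concentration of 10 µM compound, 0.5% DMSO final; technique: FRET read of cyan and yellow fluorescence; timing: 50 min enzyme reaction, room temperature, light-protected; reagent: SFCypet-SUMO1-SFYpet substrate at 25 nM; control set: no-enzyme low, enzyme-DMSO high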
Active calls of the source: *.

SENP1 inh	SMILES
3	OC[C@@H]1CN(Cc2ccncc2)C[C@H](n2cnc3c(NC4CCCC4)ncnc32)O1
-3	CC(C)NC(=O)c1cc(C2CCCCN2C(=O)c2ccc(Cl)cc2)on1 (stereo not given)
2	CN1OC[C@@H]2CN(S(=O)(=O)c3cccc4ccccc34)[C@H](c3ccc(N4CCCCC4)cc3)C[C@@H]21
2	CCN(C)C1CN(Cc2cn(Cc3ccc(C(F)(F)F)cc3)nn2)S(=O)(=O)C1 (stereo not given)
-2	O=C(/C=C/c1ccc(Br)cc1)N1CCN(c2cccc(C(F)(F)F)c2)CC1
-19	COc1ccc(Br)cc1C1NC(=O)c2c(sc3c2CCN(C)C3)N1 (stereo not given)
-1	CC1=C(C(=O)N2CCOCC2)CC(CC(=O)NCc2cccc3ccccc23)C(=O)N1CCC1=CCCCC1 (stereo not given)
36*	O=C1/C(=C/c2ccc(O)c(O)c2)SC(=S)N1Nc1ccccc1
-1	C[C@H]1CN([C@@H](C)CO)C(=O)CCCn2cc(nn2)CO[C@@H]1CN(C)S(=O)(=O)c1ccc2c(c1)OCCCO2
1	O=C(Nc1ccc(F)cc1)C(CCc1ccccc1)N1CCN(CC(=O)N2CCCC2)CC1 (stereo not given)
2	O=c1cc(S(=O)(=O)Cc2ccccc2)[nH]c(=O)[nH]1
1	CC(=O)c1ccc(OC2(C)CCN(CCOc3ccc(C)cc3)C2)cc1 (stereo not given)
2	Nc1nnnn1/N=C/c1ccccc1Cl
0	COc1cc(O)c(C(C)=O)c(OC)c1
3	CC(=O)c1ccc(OCCCC(=O)Nc2ccc(Cl)c(S(=O)(=O)N3CCOCC3)c2)cc1
-1	O=C(NN=Cc1cc(=O)[nH]c(=O)[nH]1)c1ccncc1
-26	CCN1CCS/C1=C\C=C\C1=[N+](CC)CCS1
-1	CCN1C(=O)[C@H]2[C@@H](c3ccccc3)N[C@]3(CCCN(Cc4ccccc4)C3=O)[C@H]2C1=O
-16	CN(C)C(=O)c1cccc(-c2cnc3c(NC=O)cc(-c4cccc(F)c4)cn23)c1
2	Clc1ccc2oc(-c3ccccc3)cc(=NCCCN3CCOCC3)c2c1
0	COc1cccc(CNC(=O)[C@@H]2CCCN2C(=O)[C@H]2CCCCN2C(=O)c2cccc(Cl)c2)c1
33*	O=c1[nH]c2cc([N+](=O)[O-])ccc2c2cc(Br)ccc12
-8	CN(Cc1ccccc1)C(=O)c1ccc(Nc2nc(C(N)Cc3ccc(C(F)(F)F)cc3)cs2)nc1 (stereo not given)
-7	CC(=O)Nc1cc(-c2ccccc2Cl)cn2c(-c3ccc(S(C)(=O)=O)cc3)cnc12
-1	Cc1cc(C)nc(N2CCC(C(=O)NCC3CCCCC3)CC2)n1
-3	COCCn1cnc2c1c(=O)n(CC(=O)NC(=O)NC(C)(C)C)c(=O)n2Cc1ccccc1
-1	O=C1CCN(CC2CCCCC2)C=C1C(=O)c1ccccc1
3	COC(=O)c1ccc(C(=O)NC(=S)Nc2nc3c(s2)CCCC3)cc1
-2	C[C@H]1CN([C@@H](C)CO)C(=O)CCCn2cc(nn2)CO[C@@H]1CN(C)C(=O)C1CCCCC1
-15	Cc1ccc2cc(CN(CCN3CCOCC3)Cc3nnnn3Cc3ccco3)c(=O)[nH]c2c1C
1	CCOc1ccc2ccccc2c1CNCCCN1CCOCC1
-24	CCOC(=O)c1c(C)oc2c1c(C=NCC1CCCO1)c(O)c1ccccc12 (stereo not given)
-19	COc1ccc2oc(=O)c(/C(C)=N/NC(=O)c3ccncc3)cc2c1
-51	O=c1c(Br)ccc(Br)cc1Br
1	O=C(NCc1ccccc1)c1cc(C2CCCN(S(=O)(=O)c3cccs3)C2)on1 (stereo not given)
1	CCOC(=O)C1=CCN(S(=O)(=O)c2ccc(Br)cc2)C1c1cccc(C)c1 (stereo not given)
1	COc1cc(NC(=O)CCn2c(=S)[nH]c3ccccc3c2=O)cc(OC)c1OC
-1	CCCc1c(-c2cccc(Cl)c2)ncn1Cc1cccc(-c2ccccc2)c1
-5	CCCCNC(=O)C[C@@H]1C[C@@]2(C(=O)OCC)CCC=C2N(Cc2ccco2)C1=O
2	NC(=O)C1C2CCC(C2)C1C(N)=O (stereo not given)
1	COc1ccc(C(O)c2ncc(-c3cccc(F)c3)[nH]2)cc1F (stereo not given)
0	O=C(O)c1ccc(Oc2ccc([N+](=O)[O-])cc2)c([N+](=O)[O-])c1
11	COc1ccc(-c2nc3ccc(Br)cn3c2Cc2ccc(C)cc2)cc1OC
-1	Cc1ccccc1NC(=O)CCOc1ccccc1
-2	O=C(NCc1ccccc1Cl)c1csc([C@@H]2O[C@H](CO)[C@@H](O)[C@H]2O)n1
1	CC(=O)N1CCN(C(=O)CCNC(=O)c2ccc(Br)cc2)CC1
2	CC(C)OC(=O)N(C)C[C@H]1OCc2cnnn2CCCC(=O)N([C@H](C)CO)C[C@@H]1C
3	C[C@@H]1CN([C@@H](C)CO)C(=O)CCCn2cc(nn2)CO[C@H]1CN(C)S(=O)(=O)c1ccc(Oc2ccccc2)nc1
1	Cc1ccc(S(=O)(=O)N2C[C@H]3C(=O)C[C@@H](c4ccccc4)N(S(=O)(=O)c4ccc(C)cc4)[C@H]3C[C@H]2c2ccccc2F)cc1
-1	CCCc1nc2sc3ccccc3c(=O)c2c(=O)n1Cc1ccccc1
1	NC(CO)c1csc(NC(=O)Nc2cccc(Cl)c2)n1 (stereo not given)
2	c1ccc(-c2cnc(C3CCCCC3)o2)cc1
-7	COc1ccc(C(C)(O)c2nc(-c3ccoc3)cs2)cc1 (stereo not given)
1	COc1cccc2c1cc1c(=O)n(CC(=O)N3CCCC3)nc(C)n12
2	O=C(NCCc1ccccc1F)c1[nH]c(C(F)(F)F)nc1-c1ccccc1
2	c1ccc(Oc2ncnc3ccccc23)cc1
0	COC(=O)CCC(=O)N1CCc2cc(S(=O)(=O)N3CCN(c4ccccc4Cl)CC3)ccc21
0	OC(c1ccc(F)cc1)c1nc(-c2cccc(F)c2)cs1 (stereo not given)
1	CCOC(=O)c1ccc(NC(=O)Nc2nc3ccccc3s2)cc1
1	COc1ccc(C(=O)Nc2cccc(C(=O)Nc3cc(C)ccn3)c2)cc1

Continuation.
SENP1 inh	SMILES
0	O=C(Nc1ccccc1Cl)Nc1ccnn1C1CCN(C(=O)C2CCOC2)CC1 (stereo not given)
2	O=C(C1=NOC2(C1)C(=O)Nc1ccccc12)N1CCCC1 (stereo not given)
3	O=[N+]([O-])c1cccc(C=NNC(=S)NC23CC4CC(CC(C4)C2)C3)c1
-2	Cc1c(NC(=O)c2ccc(NS(=O)(=O)c3cccc([N+](=O)[O-])c3)cc2)c(=O)n(-c2ccccc2)n1C
3	C#CCOCC1CN(C)C(=O)O1 (stereo not given)
1	Cc1ccc2ccc(C(Nc3ccccc3)c3ccccc3)c(O)c2n1 (stereo not given)
0	O=C1NN(c2ccccc2)C(=O)C1=Cc1ccccc1O
0	O=c1[nH]c(=S)[nH]c2c1C(c1ccccc1)OC(C1CCCCC1)C2 (stereo not given)
-13	CC(C)(C)S(=O)N1Cc2cc(CO)cc(-c3ccccc3)c2[C@@H]1CCO (stereo not given in full)
-1	CC(C)Oc1ccc(CN2CCC2(C)C(=O)NCc2cccc3ccccc23)cc1 (stereo not given)
-25	COc1ccc(C2=Nc3nc(-c4ccccc4)cn3C(c3ccc(OC)cc3)C2)cc1 (stereo not given)
0	CCCCn1nnnc1C(c1cc2ccccc2o1)N1CCOCC1 (stereo not given)

2 records picked at random from those above:
SENP1 inh	SMILES
3	O=[N+]([O-])c1cccc(C=NNC(=S)NC23CC4CC(CC(C4)C2)C3)c1
1	NC(CO)c1csc(NC(=O)Nc2cccc(Cl)c2)n1 (stereo not given)

(further entries)
SENP1 inh	SMILES
4	CC(=O)Nc1ccc(C=CC(=O)c2ccc([N+](=O)[O-])cc2)cc1
2	CC1(C(=O)O)CCN1C(=O)COc1ccc(Cl)cc1 (stereo not given)
3	O=C(CSc1nnc(C2CC2)n1C1CC1)N1CCN(c2ccc(O)cc2)CC1
-2	COc1ccc(Cl)cc1-c1cc(C(=O)Nc2cc(OC)c(OC)c(OC)c2)[nH]n1
0	O=C(NCc1ccc(C(F)(F)F)cc1)c1cccc2c(-c3ccc(F)c(F)c3)coc12
-2	NC(c1csc(Nc2cnccn2)n1)C1CCCCC1 (stereo not given)
1	CC(C)Cn1cnc2c(Sc3c([N+](=O)[O-])ncn3C)nc(N)nc21
2	COc1ccccc1C(O)c1ncc(-c2cccc3ccccc23)[nH]1 (stereo not given)
1	COC(=O)[C@H]1C[C@H](OC(=O)NCc2ccco2)[C@@]2(O)CN(S(=O)(=O)c3ccc(C)cc3)CC2[C@H]1C(=O)OC (stereo not given in full)
0	Cc1ccc(C(=O)NNC(=O)c2ccc3ncccc3c2)cc1
3	O=C(Cc1ccc(NC(=O)C2CCCN(C(=O)C3CCCC3)C2)cc1)Nc1cccc(C(=O)N2CCCC2)c1 (stereo not given)
0	CCCNC(=O)C1(C)CCN1C(=O)c1ccc(C(C)(C)C)cc1 (stereo not given)
-1	CNC(=O)C[C@H]1C(=O)N(Cc2ccccc2)C[C@@H]1Cc1ccccc1
1	Cn1cccc1C(=O)OCC(=O)N1CCc2ccccc2C1
-1	Cc1ccc(CNC(=O)C2(C)CCN2C(=O)Cc2ccc(C(C)(C)C)cc2)cc1 (stereo not given)
1	Cc1ccc(NS(=O)(=O)c2ccc(C(=O)OCC(=O)Nc3cc(C)on3)cc2)cc1
4	Cc1cccc(CSCC(=O)N2CCN(S(=O)(=O)c3ccccc3C#N)CC2)c1
-2	O=C1NC[C@H](CCCCN2C[C@H](Cc3ccc(O)cc3)N(CCc3ccccc3)C(=O)C2=O)N(CCc2ccccc2)C1=O
0	Cc1ccc(NC(=O)CNC(=O)c2ccc(OC(F)F)cc2)cc1S(=O)(=O)N1CCCCCC1
-1	CS(=O)(=O)c1ccc(Cl)c(NC(=O)CN2CCN(S(=O)(=O)/C=C/c3ccccc3)CC2)c1
2	CC(=O)Nc1ccc(Nc2ccc(S(=O)(=O)C(F)(F)F)cc2[N+](=O)[O-])cc1
0	CC(=NNC(=S)N1CCCC1)c1ccccn1
2	CCOC(=O)C1=CC[C@@H](c2ccccc2)N(S(=O)(=O)c2ccc(C)cc2)[C@H]1/C=C/c1ccccc1
2	CC1CCC(NC(=O)c2cccc(S(=O)(=O)N3CCOCC3)c2)CC1 (stereo not given)
-2	C[C@@H]1CN([C@H](C)CO)C(=O)CCCn2nncc2CO[C@H]1CN(C)S(=O)(=O)c1ccc(Oc2ccccc2)nc1
-2	O=C(CCCc1ccccn1)c1ccccc1
-5	CCOc1ccccc1NC(=O)CSc1n[nH]c(=O)n1-c1ccccc1
-95	CCc1nc2ccc(C(=O)NCC3CCCCC3)cn2c1N(CCC(C)C)CCN(C)C
0	C[C@H](c1ccccc1)N1C[C@H](COCc2ccccc2)Oc2cc(N3CC[C@H](O)C3)ccc2S1(=O)=O
1	Cc1cc(=O)[nH]c(N2CCN(c3ccc(Cl)cc3)CC2)n1
-1	Cc1ccccc1CNC(=O)c1csc([C@@H]2C[C@H](O)[C@@H](CO)O2)n1
-95	Cn1c(=O)c2[nH]c(CCCc3ccc([N+](=O)[O-])cc3)nc2n(C)c1=O
2	O=C1NC[C@@H](CCCCN2C[C@H](Cc3ccc(O)cc3)N(CC3CCCCC3)C(=O)C2=O)N(Cc2ccccc2)C1=O
2	Cc1c(Cl)cccc1NC(=O)CSc1nc(=O)n(CCCN2CCOCC2)c2c1CCCC2
2	CC(=O)c1c(O)c(C)c(O)c2c1OC1=Cc3c(c(C)nn3-c3ccccc3)C(=O)C12C (stereo not given)
2	N#CC(=Cc1ccnc2ccccc12)c1ccccc1
4	c1ccc(CNCCCNCCCCNCCCNCc2ccccc2)cc1
-22	COc1ccccc1Cc1c(C2CCCCC2)nc2ccc(Cl)cn12
1	CCCCC[C@H]1CCCCC[C@@H](O)C[C@@H](O)[C@@H](O)/C=C/C(=O)O1
1	CCCNC(=O)C1(C)CCCN(C(=O)Cc2ccc(OC)c(OC)c2)C1 (stereo not given)
3	CCNC(=O)C1(C)CCN1Cc1cc(-c2ccccc2)n(C)n1 (stereo not given)
3	OC[C@@H]1CN(C2CCCC2)C[C@H](n2cnc3c(NC4CC4)ncnc32)O1
2	O=C1C=C(CCc2ccccc2)CCC1

Molecules shown so far that contain an aryl methoxy group (15):
SENP1 inh	SMILES
-19	COc1ccc(Br)cc1C1NC(=O)c2c(sc3c2CCN(C)C3)N1 (stereo not given)
0	COc1cc(O)c(C(C)=O)c(OC)c1
0	COc1cccc(CNC(=O)[C@@H]2CCCN2C(=O)[C@H]2CCCCN2C(=O)c2cccc(Cl)c2)c1
-19	COc1ccc2oc(=O)c(/C(C)=N/NC(=O)c3ccncc3)cc2c1
1	COc1cc(NC(=O)CCn2c(=S)[nH]c3ccccc3c2=O)cc(OC)c1OC
1	COc1ccc(C(O)c2ncc(-c3cccc(F)c3)[nH]2)cc1F (stereo not given)
11	COc1ccc(-c2nc3ccc(Br)cn3c2Cc2ccc(C)cc2)cc1OC
-7	COc1ccc(C(C)(O)c2nc(-c3ccoc3)cs2)cc1 (stereo not given)
1	COc1cccc2c1cc1c(=O)n(CC(=O)N3CCCC3)nc(C)n12
1	COc1ccc(C(=O)Nc2cccc(C(=O)Nc3cc(C)ccn3)c2)cc1
-25	COc1ccc(C2=Nc3nc(-c4ccccc4)cn3C(c3ccc(OC)cc3)C2)cc1 (stereo not given)
-2	COc1ccc(Cl)cc1-c1cc(C(=O)Nc2cc(OC)c(OC)c(OC)c2)[nH]n1
2	COc1ccccc1C(O)c1ncc(-c2cccc3ccccc23)[nH]1 (stereo not given)
-22	COc1ccccc1Cc1c(C2CCCCC2)nc2ccc(Cl)cn12
1	CCCNC(=O)C1(C)CCCN(C(=O)Cc2ccc(OC)c(OC)c2)C1 (stereo not given)

A portion of the library. The share of hits here may be higher or lower than overall.
